MCL1 BIM primary = MCL1-BIM-BH3 interaction inhibition (human) | GST-MCL1 / FITC-Bim-BH3 fluorescence polarization | AID 2057 | 320,000 tested, 0.68% active | Q07820 | inhibition, % at 10.9 µM;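 active means inhibition above the mean inhibition of all tested compounds plus 3 SD, set per campaign, cut at about 40% in these data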;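 further: 0% = DMSO wells and 100% = unlabeled Bim-BH3 peptide control; higher means more loss of mP so more displacement of Bim peptide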
Target sequence (Q07820 whole entry, looked up): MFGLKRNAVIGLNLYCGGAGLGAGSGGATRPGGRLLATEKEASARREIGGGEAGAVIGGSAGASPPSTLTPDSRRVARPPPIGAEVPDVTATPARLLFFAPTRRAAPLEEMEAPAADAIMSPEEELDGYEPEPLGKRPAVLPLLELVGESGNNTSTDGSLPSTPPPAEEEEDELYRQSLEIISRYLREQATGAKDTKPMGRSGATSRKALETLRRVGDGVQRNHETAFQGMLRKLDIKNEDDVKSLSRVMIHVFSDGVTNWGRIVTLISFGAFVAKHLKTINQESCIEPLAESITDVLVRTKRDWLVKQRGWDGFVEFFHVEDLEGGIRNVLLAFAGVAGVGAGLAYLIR
MEX-5 binding = C. elegans MEX-5 TCR-2 RNA binding activity; 300,000 tested, 0.38% active; MEX-5/FITC-TCR2 RNA binding, fluorescence polarization; stronger effect = lower value; AID 1832; Q9XUB2; activity score (negative = inhibition of binding), % at 10 µM;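 active means inhibition past about -25% in most replicates, and total fluorescence under double the plate's negative control median, limit read from the data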;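 further: 0% = DMSO and -100% = 5 µM competing unlabeled TCR2 RNA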
Efflux pump inh = inhibitors of Candida antifungal efflux pumps expressed in yeast. S. cerevisiae Candida pump triplex, Nile Red efflux. inhibition, % at 10 µM. 330,000 tested, 0.44% active. AID 485275;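 active means plate passing quality check with inhibition over a set limit, or well fluorescence over plate mean plus 4 SD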;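 further: Nile Red retained in pooled yeast measured as flow cytometry median fluorescence; 0% = buffer negative control and 100% = Enniatin B positive control; higher means more Nile Red kept so more efflux inhibition; some compounds called inactive have numbers as strong as hits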
EBNA-1 inh = blocks EBNA-1 binding to DNA. EBNA-1 DNA binding, fluorescence polarization. inhibition, % at 14.8 µM. 300,000 tested, 0.34% active. AID 1950; in the data active means inhibition above about 28%
ZTA counter = blocks Epstein-Barr virus ZTA, an EBNA-1 counter-screen. inhibition, % at 11 µM. P03206. ZTA-DNA binding, fluorescence polarization. 320,000 tested, 0.15% active; in the data active means inhibition above about 33%
Target sequence (P03206 whole entry, looked up): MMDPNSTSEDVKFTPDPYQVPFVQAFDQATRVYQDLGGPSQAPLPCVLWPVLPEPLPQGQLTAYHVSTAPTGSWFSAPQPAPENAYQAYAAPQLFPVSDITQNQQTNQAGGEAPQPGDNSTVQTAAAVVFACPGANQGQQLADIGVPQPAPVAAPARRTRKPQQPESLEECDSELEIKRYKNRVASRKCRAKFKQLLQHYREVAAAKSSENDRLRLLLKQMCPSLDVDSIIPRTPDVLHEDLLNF
CR mimetic SO = yeast age-related superoxide inhibition as caloric restriction mimetic. 330,000 tested, 0.18% active. superoxide response (% of plate mean), % at 10 µM. S. cerevisiae aged cells, superoxide DHE fluorescence; stronger effect = lower value;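 active means superoxide response under a set limit, about three screen SD below normal, cut at about 65% in these data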;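 further: yeast aged for seven days with compound at 30 °C before DHE staining; 100% = average MFI of all compound-treated wells on the plate with controls excluded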
BCLXL inh = blocks human Bcl-xL binding to Bim BH3 peptide; AID 2129; 320,000 tested, 0.7% active; GST-Bcl-xL / FITC-Bim BH3 peptide fluorescence polarization; inhibition, % at 10.9 µM;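 active means inhibition above the mean of all tested compounds plus 3 SD, cutoff set per campaign, cut at about 30% in these data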;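 further: 0% = DMSO wells and 100% = unlabeled Bim-BH3 peptide competitor; inhibitors lower millipolarization by displacing the labeled peptide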
Target sequence (Q07817 whole entry, looked up): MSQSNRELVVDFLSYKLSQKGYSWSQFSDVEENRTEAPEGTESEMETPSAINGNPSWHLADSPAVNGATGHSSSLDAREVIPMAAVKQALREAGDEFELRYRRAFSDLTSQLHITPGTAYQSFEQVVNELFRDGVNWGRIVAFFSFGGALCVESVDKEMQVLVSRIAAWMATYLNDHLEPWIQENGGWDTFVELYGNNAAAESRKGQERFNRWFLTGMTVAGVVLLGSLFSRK
Fam108B inh = counter-screen for RBBP9 inhibitors: inhibitors of mouse Fam108B | recombinant Fam108B, FP-Rh probe fluorescence polarization | inhibition, % at 9.51 µM | 300,000 tested, 0.33% active;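 active means inhibition above the screen mean inhibition plus 3 SD, computed separately per campaign, cut at about 18% in these data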;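 further: inhibitors lower polarization as less probe binds the enzyme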
GLD-1 RNA inh = GLD-1-TGE RNA interaction inhibition (C. elegans) | Q17339 | purified GLD-1 + fluorescein TGE RNA, fluorescence polarization | inhibition, % at 5.96 µM | 320,000 tested, 0.44% active | AID 2280;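 active means percent inhibition above a per-plate cutoff, the plate mean of test compounds plus 3 SD, cut at about 30% in these data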;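 further: 0% = DMSO wells with GLD-1 and probe and 100% = wells lacking GLD-1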
Active calls of the source: *; nt = not tested or not shown.

#	SMILES	MCL1 BIM primary	Fam108B inh	ZTA counter	EBNA-1 inh	GLD-1 RNA inh	MEX-5 binding	Efflux pump inh	BCLXL inh	CR mimetic SO
1	C=CCn1c(CNC(=O)c2cccs2)nnc1SCC(=O)Nc1ccc(C(=O)O)cc1	-38	4	-10	-7	-8	-0.2	0.0	-43	108
2	CCN(CC(=O)Nc1ccccc1C(F)(F)F)C(=O)c1ccc(=O)n(Cc2ccccc2)n1	-7	0	-7	-3	5	0.1	0.4	3	95
3	CCOC(=O)C1=C(c2ccccc2)N=C2SCC(=O)N2C1c1ccc(OC)c(OC)c1 (stereo not given)	2	5	-3	0	-1	-0.7	0.0	3	98
4	O=C(c1ccccc1F)N1CCN(S(=O)(=O)c2ccc(Br)cc2)CC1	4	-1	1	4	-5	-0.5	0.0	3	118
5	Cc1cc(C)nc(NC(=O)CSc2nc3ccccc3s2)n1	7	-4	-3	4	4	1.3	-2.6	3	96
6	Cc1ccc(C(=O)N2CCSC2=S)cc1	-3	0	-14	-8	9	-1.8	-0.2	3	81
7	CC(C)NC(=O)NC(=O)COC(=O)c1ccc(S(=O)(=O)Nc2ccccc2)cc1	-9	-5	4	-4	1	0.2	0.0	-1	98
8	O=C(O)c1cn(-c2ccccc2)nc1C(=O)O	5	4	-1	6	5	-1.9	-0.2	3	83
9	O=c1c2[nH]c3ccccc3c2ncn1C1CCCCC1	4	1	5	-4	1	0.5	0.0	2	90
10	CC1CCN(S(=O)(=O)c2ccc(C(=O)Nc3nnc(C4CC4)o3)cc2)CC1	-2	-7	-17	2	3	-0.7	-0.1	-5	83

Remaining list, next part:
#	SMILES	MCL1 BIM primary	Fam108B inh	ZTA counter	EBNA-1 inh	GLD-1 RNA inh	MEX-5 binding	Efflux pump inh	BCLXL inh	CR mimetic SO
11	CC(=O)C1=C(O)C(=O)N(Cc2ccccc2)C1c1cccs1 (stereo not given)	1	3	0	8	3	-0.4	-0.1	2	81
12	Cc1cccc(C)c1NC(=O)N1CCC(N2CCCCC2)CC1	8	-2	-1	10	-2	2.0	0.0	5	82
13	O=C(N/N=C/c1cccs1)c1c[nH]c2ccccc12	1	-2	0	-6	0	-0.6	-0.3	0	113
14	COc1ccc(Cl)cc1NC(=O)Cn1c(NCCO)nc2ccccc21	-2	1	-19	-3	9	nt	0.0	1	89
15	O=C(NNC(=S)Nc1ccc(Cl)c(Cl)c1)c1ccccn1	1	1	1	0	0	-1.3	0.1	0	83
16	CNC(=O)CO/N=C/c1ccc(N(C)C)cc1	6	2	1	7	-3	-3.9	-0.2	9	103
17	O=C(N/N=C/c1ccc[nH]1)c1ccncc1	6	-1	-3	-13	5	-1.9	0.1	6	95
18	CCOc1ccc(OCC)c(NC(=O)CSc2nc3c(c(=O)n(C)c(=O)n3C)n2CC)c1	-6	-3	0	0	4	0.1	-0.1	-5	81
19	COc1ccc(C(=O)NNC(=O)CSc2nc3c(c(=O)n(C)c(=O)n3C)n2C)cc1	5	3	0	-1	-10	1.5	-0.3	3	101
20	COc1ccc(NC(=O)Cn2c(=O)oc3cc(Cl)ccc32)c(OC)c1	-3	-3	-6	-7	-4	3.3	0.0	-1	103

The results go on:
#	SMILES	MCL1 BIM primary	Fam108B inh	ZTA counter	EBNA-1 inh	GLD-1 RNA inh	MEX-5 binding	Efflux pump inh	BCLXL inh	CR mimetic SO
21	Cc1ccc2nc(Nc3ccc(F)cc3)c3nncn3c2c1	-24	-5	2	-5	-12	-3.8	0.0	-15	109
22	N#CCCC1CCCC=C1N(Cc1ccccc1)C(=O)C(Cl)Cl (stereo not given)	5	2	-13	3	0	-2.8	-0.1	-2	118
23	Cc1ccc(OC(=O)CCC(=O)OCCCC(F)(F)C(F)(F)F)cc1	2	1	20	9	1	-0.1	0.1	5	89
24	O=C1NC2(CCCCC2)NN1c1ccccc1	-6	-2	6	3	1	0.4	0.0	7	88
25	O=C1[C@@H]2[C@H](C(=O)N1O)[C@H]1C=C[C@@H]2C1	6	-1	-11	-6	4	-1.4	0.1	5	94
26	O=C(Nc1ccc(N2CCCC2)c(Cl)c1)c1ccc([N+](=O)[O-])cc1	-11	3	3	-6	-2	2.2	0.2	1	99
27	Cc1ccnc(NS(=O)(=O)c2ccc(NC(=O)CC(C)c3ccccc3)cc2)n1 (stereo not given)	2	2	-2	11	-2	-0.4	0.2	5	99
28	COCCN(C(=O)c1sc2ccccc2c1Cl)c1c(N)n(CC(C)C)c(=O)[nH]c1=O	1	nt	5	nt	3	nt	0.1	1	105
29	CCc1ccc(NC(=O)CSCCN2C(=O)c3ccccc3C2=O)cc1	3	-4	-12	2	6	1.4	-0.2	5	98
30	Cc1ccc2c(c1)N(CCC(=O)NCC1CCCO1)C(=O)CO2 (stereo not given)	5	1	-14	-6	5	0.9	-0.1	1	89

(continued)
#	SMILES	MCL1 BIM primary	Fam108B inh	ZTA counter	EBNA-1 inh	GLD-1 RNA inh	MEX-5 binding	Efflux pump inh	BCLXL inh	CR mimetic SO
31	c1ccc2c(c1)CN1CCCC1=N2	-8	1	-9	5	6	0.4	-0.2	-4	88
32	COc1ccc(CCNC(=O)CCS(=O)(=O)c2cccc3nsnc23)cc1OC	3	3	-22	-7	-2	-1.9	-0.1	7	92
33	Cc1ccc(S(=O)(=O)N2CCCCCC2)cc1[N+](=O)[O-]	-7	-4	-7	-20	2	-3.2	0.5	-5	92
34	COc1ccc(OC)c(NC(=O)CSc2nc3ccccc3cc2Cc2ccccc2)c1	5	-5	3	3	-2	2.5	0.1	5	106
35	COCCOc1ccc(C(F)(F)F)cc1NC(=O)COC(=O)C12CC3CC(CC(O)(C3)C1)C2	3	2	0	0	3	2.5	-0.3	1	105
36	O=C(NS(=O)(=O)Oc1cccc(Cl)c1Cl)OC[C@@H]1CCCN2CCCCC12 (stereo not given in full)	-7	-5	7	4	0	0.3	-0.1	-4	88
37	COc1ccc(N2CCN(c3nc4c(c(=O)[nH]c(=O)n4C)n3Cc3cccc(C)c3)CC2)cc1	-2	6	-12	-2	-2	-0.6	0.0	-4	91
38	COc1ccc(CN2CCN(C(=O)C3CCC(CNS(=O)(=O)c4ccccc4)CC3)CC2)c(OC)c1OC (stereo not given)	6	-3	-1	1	-1	2.1	0.2	4	100
39	CC(C)(CNc1ccc([N+](=O)[O-])cc1Cl)CNS(C)(=O)=O	-1	5	3	-8	0	1.3	-0.1	1	102
40	COc1ccc(S(=O)(=O)NCC(=O)NC2CC2)cc1OC	1	2	12	15	4	-0.5	0.0	-3	174

Additional results
#	SMILES	MCL1 BIM primary	Fam108B inh	ZTA counter	EBNA-1 inh	GLD-1 RNA inh	MEX-5 binding	Efflux pump inh	BCLXL inh	CR mimetic SO
41	CC(C)NC(=O)c1ccccc1NC(=O)C1CCCO1 (stereo not given)	-1	1	-4	-3	-1	1.9	-0.3	3	104
42	COc1cccc(NC(C)C(=O)N2CC(C)OC(C)C2)c1 (stereo not given)	18	-1	-5	1	5	0.1	0.0	11	74
43	CC(C)Cn1c(N)c(C(=O)COC(=O)CN2C(=O)C3CC=CCC3C2=O)c(=O)n(C)c1=O (stereo not given)	4	3	15	5	-2	-6.0	0.0	2	116
44	Cc1cc(Cl)nc(NC(=O)Nc2cccc(Cl)c2)n1	-4	0	-8	-11	-5	-1.5	-0.2	1	93
45	O=C(NCc1ccccc1)c1ccc(/C=N/O)nc1	2	0	7	1	4	1.3	0.1	2	109
46	CCSc1cc(N2CC(C)OC(C)C2)nc(-c2ccccc2Cl)n1 (stereo not given)	4	-3	8	-17	-12	-1.0	0.2	3	91
47	CCOc1ccccc1N1CCN(CC(=O)Nc2ccnn2C2CCCC2)CC1	9	nt	-13	nt	-2	nt	0.0	2	115
48	CN/C(=C\[N+](=O)[O-])NCCSCc1csc(CN(C)C)n1	2	-1	-5	-2	0	1.7	-0.1	-2	112
49	Cc1nc2ccccc2n1S(=O)(=O)c1ccc(S(=O)(=O)N2CCCCCC2)cc1	4	-1	-10	1	3	0.8	0.1	5	98
50	CC(=O)n1c2ccccc2c2ccccc21	5	-1	-21	2	3	-2.1	0.0	0	103

From no. 41 to 45, as listed above:
#	SMILES	MCL1 BIM primary	Fam108B inh	ZTA counter	EBNA-1 inh	GLD-1 RNA inh	MEX-5 binding	Efflux pump inh	BCLXL inh	CR mimetic SO
41	CC(C)NC(=O)c1ccccc1NC(=O)C1CCCO1 (stereo not given)	-1	1	-4	-3	-1	1.9	-0.3	3	104
42	COc1cccc(NC(C)C(=O)N2CC(C)OC(C)C2)c1 (stereo not given)	18	-1	-5	1	5	0.1	0.0	11	74
43	CC(C)Cn1c(N)c(C(=O)COC(=O)CN2C(=O)C3CC=CCC3C2=O)c(=O)n(C)c1=O (stereo not given)	4	3	15	5	-2	-6.0	0.0	2	116
44	Cc1cc(Cl)nc(NC(=O)Nc2cccc(Cl)c2)n1	-4	0	-8	-11	-5	-1.5	-0.2	1	93
45	O=C(NCc1ccccc1)c1ccc(/C=N/O)nc1	2	0	7	1	4	1.3	0.1	2	109

Other records:
#	SMILES	MCL1 BIM primary	Fam108B inh	ZTA counter	EBNA-1 inh	GLD-1 RNA inh	MEX-5 binding	Efflux pump inh	BCLXL inh	CR mimetic SO
51	CCC(C)NC(=O)CSc1nc2ccsc2c(=O)n1NC(=O)c1ccccc1 (stereo not given)	6	0	6	12	8	1.9	-0.1	6	100
52	Cc1cccc(-c2cc(C(=O)N/N=C/c3cccnc3)c3ccccc3n2)c1	0	-2	-23	-4	1	0.9	0.0	-3	96
53	Cc1ccc(S(=O)(=O)N[C@H](C(=O)N2CCC3(O)CCCCC3C2)c2ccccc2)cc1 (stereo not given in full)	-1	5	3	-4	-5	0.1	0.2	-2	104
54	Cn1ncc(Cl)c1C(=O)N1CCN(S(=O)(=O)c2cccs2)CC1	5	0	3	-12	0	1.0	0.1	6	104
55	C/C(=N\NC(=O)c1ccc(N2CCCC2=O)cc1)c1ccncc1	11	2	9	7	1	0.6	-0.2	0	97
56	N#C/C(=C\c1ccc([N+](=O)[O-])cc1)c1nc(C2CC2)cs1	-36	0	-2	4	-5	-9.4	-0.1	-9	88
57	Cn1cc(SCC(=O)NCc2ccc(F)cc2)c2ccccc21	5	11	-7	-9	5	1.6	0.1	2	120
58	CCc1ccc2nc3c(c(C(=O)O)c2c1)CCC3	2	-1	-13	5	5	-3.7	0.0	1	95
